Source: PubChem BioAssay
Akt phos inh – Akt phosphorylation inhibition | 0.32% of 360,000 active | Neuro2A IGF-stimulated pAkt S473 HTRF, 20 min; active compounds read low | activity change, % for hits at 50 µM; in the data active means activity change below about -80%; inconclusive means mostly about -51% to -80%; further: on the % scale 0 is the no-effect control and ±100 the full control effect
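Neuro2A cells in DMEM with 0.5% FBS, overnight at 37 deg C, given compound at single 50 µM final, then IGF (6 nM final) for 20 min at 37 deg C. Lysed; phospho-Akt Ser473 by HTRF after 24 h, 665/615 ratio.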
Nrf2 block – blocks Nrf2 signaling; A549 ARE-Fluc reporter, luciferase luminescence, 18-24 h; Potency, µM (titrated, usually from 46 µM), without a hit: at the top dose activity change, negative = inhibition, actives largely listed as inhibitors; 2.1% of 360,000 active; AID 504444; further: potency means the concentration at half of the fitted maximal effect; on the % scale 0 is the no-effect control and ±100 the full control effect; nearly all actives have a fitted effect of over 60% in size
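In this cell-based qHTS, ARE-driven firefly luciferase in A549 cells reports Nrf2 activity; the luminescent signal after BugLite lysis is the measured value, with a prior CellTiter-Fluor read for cell health.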
TGFb SMAD3 inh – blocks TGF-b signaling; AID 588855; 1.2% of 410,000 active; HepG2 CAGA-GFP TGF-b/SMAD3 reporter, GFP fluorescence, 18 h; TGF-beta stimulated, 500 pg/mL final; Potency, µM (highest dose often 46.1 µM), without a hit: top-dose activity, negative = inhibition, actives largely listed as inhibitors; further: potency means the concentration at half of the fitted maximal effect; on the % scale 0 is the no-effect control and ±100 the full control effect; nearly all actives have a fitted effect of over 65% in size
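Using HEPG2 CAGA-GFP reporter cells at 1000 cells/well, we pinned test compounds, stimulated with recombinant TGF-beta (500 pg/mL final) and measured total well GFP after 18 h.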
EPAC2 antag – blocks human EPAC2 exchange factor. EPAC2 GEF exchange of Rap1B-BODIPY-GDP, fluorescence. Potency, µM (series often up to 114 µM), for inactives: at the top dose activity, negative = inhibition, actives largely listed as inhibitors. 0.18% of 360,000 active; further: potency means the concentration at half of the fitted maximal effect; on the % scale 0 is the no-effect control and ±100 the full control effect; nearly all actives have a fitted effect of over 45% in size; many of its hits are not listed in these tables
Target sequence (Q8WZA2 whole entry, looked up): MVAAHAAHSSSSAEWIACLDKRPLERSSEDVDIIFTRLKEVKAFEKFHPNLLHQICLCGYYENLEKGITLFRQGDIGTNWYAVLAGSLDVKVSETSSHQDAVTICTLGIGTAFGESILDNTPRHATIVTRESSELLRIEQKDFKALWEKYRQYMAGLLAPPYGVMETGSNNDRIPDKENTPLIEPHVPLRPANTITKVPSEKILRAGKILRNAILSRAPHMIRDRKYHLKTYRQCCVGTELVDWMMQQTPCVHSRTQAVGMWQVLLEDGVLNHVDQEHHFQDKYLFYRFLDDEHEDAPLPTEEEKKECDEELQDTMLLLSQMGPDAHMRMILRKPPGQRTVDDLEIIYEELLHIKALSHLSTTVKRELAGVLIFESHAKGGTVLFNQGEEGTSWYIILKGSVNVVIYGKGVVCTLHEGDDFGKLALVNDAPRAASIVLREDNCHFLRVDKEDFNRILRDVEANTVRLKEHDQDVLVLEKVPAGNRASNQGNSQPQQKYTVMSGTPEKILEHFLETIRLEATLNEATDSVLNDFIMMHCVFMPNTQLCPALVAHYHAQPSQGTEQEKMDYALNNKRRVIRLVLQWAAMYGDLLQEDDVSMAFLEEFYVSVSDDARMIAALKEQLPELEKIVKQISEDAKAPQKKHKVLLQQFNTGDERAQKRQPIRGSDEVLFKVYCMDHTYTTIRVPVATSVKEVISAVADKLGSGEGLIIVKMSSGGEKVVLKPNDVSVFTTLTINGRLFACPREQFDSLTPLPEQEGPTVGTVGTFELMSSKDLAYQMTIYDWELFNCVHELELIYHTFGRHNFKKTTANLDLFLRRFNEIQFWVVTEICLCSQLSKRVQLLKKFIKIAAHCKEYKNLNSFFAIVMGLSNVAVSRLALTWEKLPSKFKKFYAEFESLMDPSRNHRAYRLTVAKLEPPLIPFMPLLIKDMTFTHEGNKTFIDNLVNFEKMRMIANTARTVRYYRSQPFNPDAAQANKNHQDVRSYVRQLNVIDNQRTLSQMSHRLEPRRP
EPAC2 ag – activates human EPAC2 exchange factor; EPAC2 activation, biochemical qHTS; response scale: 100% = 6.5 mM cAMP response; Potency, µM (series often up to 154 µM), inactives show at the highest dose activation, hits mostly activators; 0.079% of 360,000 active; further: potency means the concentration at half of the fitted maximal effect; nearly all actives have a fitted effect of over 50% in size
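Exchange assay: 100 nM EPAC2 with 250 nM Rap1B-BODIPY-GDP and 50 uM GDP. Fluorescence (ex 480/em 540 nm) read every 5 min for 30 min at room temperature. Data normalized to 6.5 mM cAMP as agonist control.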
Mm-Cpn inhibitor – M. maripaludis TRiC chaperonin inhibition; purified Mm-Cpn ATPase, ADP Transcreener TR-FRET; Potency, µM (top dose mostly 76.9 µM), without a hit: top-dose activity, negative = inhibition, most hits filed as inhibitors; 0.031% of 330,000 active; AID 504842; further: potency means the concentration at half of the fitted maximal effect; on the % scale 0 is the no-effect control and ±100 the full control effect; nearly all actives have a fitted effect of over 80% in size
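ATPase read-out: TR-FRET ADP immunoassay (anti-ADP Eu cryptate vs ADP-d2), ex 320 nm, em 590/665 nm; signal drops as ADP forms. Enzyme 25 nM, ATP 10 uM, 30 min at 37°C after 10 min compound preincubation.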
CCT modulator – modulators of cytosolic chaperonin (CCT/TRiC) activity. purified chaperonin ATPase assay, HTRF ADP detection, 30 min. activity change, % (no concentration beside the values), hits read low. 0.3% of 360,000 active; in the data active means activity change below about -30%; further: on the % scale 0 is the no-effect control and ±100 the full control effect
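Enzyme 40 or 20 nM (batch-dependent) in Tris pH 7.4/KCl/MgCl2/DTT; cpd 76 uM single point; ATP 10 uM; 30 min 37 °C; Transcreener ADP HTRF detection, 30 min RT; ratio 665/615.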
Nrf2 ARE act – activators of Nrf2 (ARE) signaling | Potency, µM (doses to about 46.1 µM), for the others: top-dose activation, hits mostly activators | 0.31% of 410,000 active | AID 624171 | AREc32 ARE-luciferase reporter (MCF7-derived line), luminescence, 24 h; further: potency means the concentration at half of the fitted maximal effect; % of control where 0% means no effect; nearly all actives have a fitted effect of over 65% in size
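Quantitative high-throughput format: AREc32 reporter cells, 1000 per well, received compound by pin transfer and were incubated 24 hr at 37 deg C, 5% CO2, before Steady-Glo luminescence detection.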
A549 tox – counter-screen for Nrf2 inhibitors: cytotoxicity in A549 cells | A549 ARE-Fluc cells, CellTiter-Fluor viability, 18-24 h | Potency, µM (doses to about 46 µM), inactives show at the highest dose activity change, negative = cytotoxicity, usual class: inhibitors | 0.16% of 390,000 active | AID 504648; further: potency means the concentration at half of the fitted maximal effect; on the % scale 0 is the no-effect control and ±100 the full control effect
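A549 ARE_Fluc cells in 5% FBS OPTI-MEM were exposed to compounds in concentration-response for 18-24 h at 37 deg C. Viability was read by CellTiter-Fluor fluorescence (Ex 405/Em 525) after 30 min, before the luciferase read.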
Active calls of the source: *; i = inactive; ? = inconclusive; nt = no result given; & = joins results of further samples; ! = a repeat was not active; [ ] = remark or other dose. Unless noted, the call rests on the fitted dose curve; in most records, active means well fitted curve in the direction sought with a large enough effect; inconclusive means small, poorly fitted or top-dose-only effect, or another doubt; inactive means no such curve, though single readings can be large; an effect the other way counts as inactive or inconclusive.

SMILES	Akt phos inh	Nrf2 block	TGFb SMAD3 inh	EPAC2 antag	EPAC2 ag	Mm-Cpn inhibitor	CCT modulator	Nrf2 ARE act	A549 tox
Cn1c(=O)n(C)c2cc([N+](=O)[O-])c(N3CCN(C(=O)c4ccc(F)cc4)CC3)cc21	i	18µM*	-20%	-1%	0%	0%	-2.8	3.9%	-22%
COC(=O)C(Cc1ccccc1)NC(=O)C12CC3CC(CC(C3)C1)C2 (stereo not drawn)	i	-10%	-7%	-18%	-2%	1%	0.0	0.1%	0%
Cc1ccc(-n2c(=O)c3c4c(sc3n3c(C)nnc23)COC(C(C)C)C4)cc1 (stereo not drawn)	nt	14%	-1%	-20%	-35%[15.6 µM]	nt	-6.6	4.6%	-6%
CN(C(=O)c1cccc(NC(=O)Cc2ccc([N+](=O)[O-])cc2)c1)C1CCCC1	i	23µM*	?	-17%	7%	1%	-0.8	-0.7%	-13%
CCN(C(=O)CN1CCN(c2ccc(O)cc2)CC1)c1c(N)n(Cc2ccccc2)c(=O)[nH]c1=O	i	9%	-2%	-10%	6%	1%	-3.0	0.2%	-1%
COc1cccc(NC(=O)Cn2c(=O)cc(C)c3c(C)nn(-c4cccc(F)c4)c32)c1	nt	?	-4%	nt	nt	nt	nt	-0.6%	-6%
COc1cc([N+](=O)[O-])ccc1NC(=O)COC(=O)C=C(C)C	i	-4%	-7%	-3%	1%	2%	-8.0	0.5%	6%
COC(=O)c1ccc(OCC(O)CNCC(c2ccc(OC)cc2)N(C)C)c(OC)c1 (stereo not drawn)	i	9%	-9%	1%	0%	-2%	-1.5	4.1%	4%
CN(C)c1nc(Cl)nc2c1nc(Cl)n2C1CCCCO1 (stereo not drawn)	i	0%	5%	0%	-3%	nt	-3.0	-0.4%	3%
COc1ccc(N(CC(=O)Nc2ccc3c(c2)OCCO3)S(=O)(=O)c2c(C)noc2C)cc1	i	?	-13%	-13%	14%	3%	-7.1	1.9%	-2%
CCCc1cc(=O)n2[nH]c(Cc3ccccc3)nc2n1	i	nt	-27%	6%	2%	2%	-3.1	-0.2%	3%
COCc1cc(C)nc(OC)c1C(N)=O	i	8%	0%	2%	3%	0%	-0.8	-0.8%	-7%
O=C(c1cn(-c2ccccc2)nc1-c1cc2ccccc2oc1=O)N1CCOCC1	i	-6%	14%	-7%	0%	0%	2.5	0.4%	-5%
CC(c1ccc(F)cc1)n1cc(C(=O)NCc2ccccn2)nn1 (stereo not drawn)	i	9%	0%	-2%[57.1 µM]	11%	-7%	0.5	0.1%	-3%
CCOc1ccccc1NC(=O)c1ccc(F)c(S(=O)(=O)N2CCC3(CC2)OCCO3)c1	i	-19%	-7%	-6%	8%	-1%	0.7	1.8%	-3%
COc1ccc(O/C(=N\S(=O)(=O)c2ccccc2)c2ccccc2)cc1	i	-30%	8%	-5%	8%	-4%	-3.0	-0.5%	-1%
O=C(CSc1nccn1-c1ncc(C(F)(F)F)cc1Cl)c1ccc(Cl)cc1	i	?	-25%	5%	-3%	-4%	1.1	3.8%	13%
CCOCN(C(=O)CSc1nc2ccccc2[nH]1)c1c(C)cccc1CC	nt	5%	-40%	nt	nt	nt	nt	4.1%	8%
Cc1cc2cc3c(cc2nc1SCC(=O)N1c2ccccc2CC1C)OCO3 (stereo not drawn)	i	nt	-11%	-2%	5%	2%	-24	-0.5%	10%
COc1ccc(OC)c(NC(=O)CN(c2ccc(OC)c(Cl)c2)S(C)(=O)=O)c1	i	?	-2%	5%	14%	?	-3.6	4.3%	5%
O=C(NCCc1csc(-c2cccnc2)n1)c1c(F)cccc1F	i	-9%	-13%	4%	0%	0%	-1.7	0.1%	1%
Cc1noc(NS(=O)(=O)c2ccc(NC(=O)C34CC5CC(C3)CC(n3cnc(Cl)n3)(C5)C4)cc2)c1C	i	6%	?	6%	1%	1%	-1.1	-0.4%	0%
CCCCCCCC(=O)NNC(=O)Cc1ccccc1	nt	nt	12%	11%	0%	0%	-2.3	-0.2%	-3%
COc1ccccc1N1CCN(CC(=O)c2c(C)n(C)c3ccccc23)CC1	i	-8%	-6%	0%	8%	0%	-0.9	-0.4%	0%
CC(C)C[C@H]1CNC(=O)C(=O)N1CC1CCN(CCc2ccccc2)CC1	i	nt	-17%	10%	7%	nt	-1.7	0.1%	nt
O=C(NNC(=O)c1cc(-c2ccncc2)nc2ccccc12)c1ccccc1O	i	-4%	-26%	1%	6%	-1%	0.4	0.4%	3%
O=C(Nc1ccc2c(c1)OCO2)c1csc(COCCO)n1	i	nt	20%	-6%	-10%	nt	1.0	2.9%	nt
CCN(C(=O)C(C)Sc1nnc(-c2ccncc2)n1C)C1CCCCC1 (stereo not drawn)	i	16%	-3%	2%	10%	2%	-1.9	-0.2%	-5%
Cc1cc(Cl)ccc1NNC(=O)c1c(C)noc1C	i	9%	?	10%	4%	0%	1.4	0.9%	-5%
CCCCOc1ccccc1/C=N/NC(=O)CC#N	i	7%	3%	11%	3%	-1%	-6.1	2.6%	-1%
COC(=O)Cc1cc(=O)n(-c2nc3ccccc3[nH]2)[nH]1	i	-4%	1%	-10%	12%	-6%	-1.0	2.2%	-6%
COc1ccc(COC(=O)CCN=C2NS(=O)(=O)c3ccccc32)cc1F	i	-28%	0%	5%	0%	0%	-5.0	-0.4%	0%
COC(=O)COc1ccc(-c2nn(C)c(=O)c3ccccc23)cc1	i	28%	-4%	2%	6%	1%	-0.3	0.0%	16%
CC(=O)C1C(c2ccccc2OC(F)F)NC(=O)NC1(O)C(F)(F)F (stereo not drawn)	i	-17%	14%	-6%	-4%	-1%	1.1	0.1%	-1%
C=CCn1c(-c2ccccn2)n[nH]c1=S	i	nt	-7%	8%	4%	nt	-2.1	0.1%	nt
CCOC(=O)CSc1nc2sc3c(c2c(=O)n1Cc1ccccc1)CC(C(C)C)OC3 (stereo not drawn)	nt	-27%	28%	nt	nt	nt	nt	-1.9%	-1%
CC(C)(C)C1CCC(OCC(O)CN2CCN(Cc3ccccc3)CC2)CC1 (stereo not drawn)	i	8%	?	2%	7%	-3%	1.5	2.1%	?
CC(C)C[C@H]1CN(CCCC[C@H]2CNC(=O)C(=O)N2Cc2ccccc2)C(=O)C(=O)N1CCc1ccccc1	i	nt	nt	-1%	0%	nt	-1.2	0.7%	nt
O=C(Nc1nnc(-c2ccncc2)o1)C1CCCCC1	i	12%	-14%	5%	-4%	0%	-0.7	-0.5%	0%
CCN(CC(=O)NCc1cccs1)C(=O)Cc1ccc(C)c(C)c1	i	-3%	-21%	4%	5%	3%	3.4	-1.5%	-1%
Cc1oc(-c2ccc(Cl)cc2)nc1CN1CCC(C(=O)NCCCN2CCOCC2)CC1	i	9%	17%	21%	-2%	0%	0.6	2.5%	-26%
Cc1ccc(S(=O)(=O)N2CCC(=O)N(C(COCc3ccccc3)C(C)C)CC2)cc1 (stereo not drawn)	i	10%	-22%	-15%	13%	-2%	-0.2	0.1%	-2%
CCN(CC)CCn1c2c(c(SCC(=O)Nc3ccc(C(C)C)cc3)nc1=O)CCC2	i	-7%	0%	13%	4%	0%	-0.2	-0.2%	?
Cc1cc(C)cc(NC(=O)CCC(=O)N2CCSc3ccccc32)c1	i	-17%&-26%	11µM*!	-14%	18%	0%	-0.1	-0.7%&0.1%	-10%&-8%
Cc1ccc2nc(-c3ccc(N4C(=O)CC(N5CCN(CCO)CC5)C4=O)cc3)sc2c1 (stereo not drawn)	i	23%	?	7%	-3%	-3%	-2.1	4.0%	-6%
O=C(CCS(=O)(=O)c1ccccc1)N1CCN(c2ccccc2F)CC1	i	?	-6%	8%	-1%	3%	-3.1	-0.4%	-6%
O=C(CNC(=O)c1ccco1)NNC(=O)c1n[nH]c(=O)c2ccccc12	i	6%	-1%	4%	6%	0%	-2.5	0.0%	1%
CCOc1ccccc1C(=O)NCC(=O)NNC(=O)c1csc(N2CCOCC2)n1	i	nt	3%	20%	4%	nt	1.8	-0.3%	nt
CO/N=C(/CS(=O)c1ccc(Br)cc1)c1ccc(OC)cc1 (stereo not drawn)	i	nt	26%	-1%	-3%	-15%	0.4	0.2%	12%
CCCCn1c2c(c(=N)c3ccccc31)CCC2	i	-25%	-16%	0%	9%	0%	-0.6	0.1%	5%
Oc1c(N=Nc2ccccc2)sc2ccccc12	i	21%	-25%	-1%	4%	-2%	-0.2	2.8µM*	7%
Cc1ccc(OCC(=O)NS(=O)(=O)c2ccc(Cl)cc2)cc1	i	1%	?	5%	6%	1%	1.4	0.4%	2%
Cc1c(-c2nnc(-c3ccc(C(F)(F)F)cc3)o2)cnn1-c1ccccc1	i	-16%	11%	-29%[57.1 µM]	-19%	1%	-0.8	1.9%	-6%

Only part of the results is shown. The share of hits here may be higher or lower than overall.
